Source: PubChem BioAssay
RMI FANCM FP – RMI-FANCM interaction inhibition | 70,000 compounds, 0.58% hits | FP signal (polarization) at 33 µM | Fluorescence polarization, RMI core complex with F-MM2 peptide; stronger effect = lower value; in the data active = FP signal below about 40; also: inactives centre near 61; strong numbers were not always called active; unit not given here
Starred values were filed as active, the others as inactive; & = joins results of further samples. These rows are one share of the data. The share of hits here may be higher or lower than overall.

SMILES	RMI FANCM FP
CN(C)c1ccc(C(F)(F)F)cn1	52
CCN1C(=O)/C(=C/c2ccc3ccccc3n2)SC1=NS(=O)(=O)c1ccccc1	81
CCOC(=O)C(=O)NCC1CCCN1S(=O)(=O)c1ccc(C)cc1 (stereo not drawn)	57
CC1CCN(C(=O)c2cc(NC(=O)c3ccc(Cl)cc3)c(=O)n(C)c2)CC1	61
CCC(Sc1nnc2[nH]c(=O)c(C)c(C)n12)C(=O)OC (stereo not drawn)	54
Cc1nn(C2CCS(=O)(=O)C2)c2nc(-c3cccs3)cc(C(=O)N3CCOCC3)c12 (stereo not drawn)	66
O=C(Nc1cc2ccccc2cc1NC(=O)c1ccc([N+](=O)[O-])cc1)c1ccc([N+](=O)[O-])cc1	69
CCCN1CCC2(CC1)Oc1ccccc1C1CC(c3cc(O)ccc3O)=NN12 (stereo not drawn)	60
C=CCN1C(=O)C(C)(C)COc2cc(NS(=O)(=O)c3ccc4c(c3)OCCO4)ccc21	68
Cc1cc(C)c2nc(C)cc(NC(=O)CN3C(=O)c4ccccc4C3=O)c2c1	73
CC(C)c1nnc(NC(=O)c2ccc(N3C(=O)CCC3=O)cc2)s1	55
O=C(CSc1ncn[nH]1)Nc1nsc(-c2ccccc2)n1	74
COc1ccc2nc(NC(=O)c3ccc(C(=O)c4ccccc4)cc3)sc2c1	66
CCc1nnc(C2CCN(S(=O)(=O)c3cc(C)ccc3C)CC2)s1	62
Cc1cc(C)cc(OCCNC(=O)C(C)Oc2ccccc2F)c1 (stereo not drawn)	60
N#CCCSc1ccccc1NC(=O)c1ccc(S(=O)(=O)N2CCCC2)cc1	58
Cc1cccc(CC(=O)N(c2ccc(F)cc2)C2C=CS(=O)(=O)C2)c1 (stereo not drawn)	60
CCOC(=O)CCn1c(=S)n(CCC(=O)OCC)c2ccccc21	55
CCNC(=O)C1Cc2ccccc2N1C(=O)NCCc1ccc(OC)cc1 (stereo not drawn)	53
COc1ccc([C@@H]2Sc3ccccc3N(CCN(C)C)C(=O)[C@@H]2OC(C)=O)cc1	61&49&71
CC(=O)n1cc(/C=C2/N=C(c3ccccc3)OC2=O)c2ccccc21	56
O=C(Nc1ncc(Cc2ccc(F)cc2)s1)C1COc2ccccc2O1 (stereo not drawn)	50
CN(CCOc1ccc(C[C@H](Nc2ccccc2C(=O)c2ccccc2)C(=O)O)cc1)c1ccccn1	52
CS/C(NCc1cccnc1)=C(/C#N)C(=O)c1cccs1	54
CC1(C)COc2ccc(NS(=O)(=O)c3ccccc3Cl)cc2NC1=O	65
Cc1ccc2nc(NC(=O)c3ccccc3[N+](=O)[O-])sc2c1	52
Cc1noc(C)c1-c1nc(CSc2n[nH]c(=O)n2C2CC2)no1	48
CC(=O)c1c2c(n3ccccc13)C(=O)c1ccccc1C2=O	86
CC1=CC(=C(C#N)C#N)C=C(C)N1CCc1ccccc1	61
O=C(CC1CSc2nc3c(c(=O)n21)CCC3)N1CCN(c2ccc(F)cc2)CC1 (stereo not drawn)	66

Ordered by SMILES length (lowest first): part of the list above.
SMILES	RMI FANCM FP
O=C(CSc1ncn[nH]1)Nc1nsc(-c2ccccc2)n1	74
Cc1cc(C)cc(OCCNC(=O)C(C)Oc2ccccc2F)c1 (stereo not drawn)	60
CCOC(=O)CCn1c(=S)n(CCC(=O)OCC)c2ccccc21	55
CCNC(=O)C1Cc2ccccc2N1C(=O)NCCc1ccc(OC)cc1 (stereo not drawn)	53
Cc1noc(C)c1-c1nc(CSc2n[nH]c(=O)n2C2CC2)no1	48
CC1(C)COc2ccc(NS(=O)(=O)c3ccccc3Cl)cc2NC1=O	65
CC(=O)n1cc(/C=C2/N=C(c3ccccc3)OC2=O)c2ccccc21	56
COc1ccc2nc(NC(=O)c3ccc(C(=O)c4ccccc4)cc3)sc2c1	66
Cc1cccc(CC(=O)N(c2ccc(F)cc2)C2C=CS(=O)(=O)C2)c1 (stereo not drawn)	60
O=C(CC1CSc2nc3c(c(=O)n21)CCC3)N1CCN(c2ccc(F)cc2)CC1 (stereo not drawn)	66
COc1ccc([C@@H]2Sc3ccccc3N(CCN(C)C)C(=O)[C@@H]2OC(C)=O)cc1	61&49&71
CN(CCOc1ccc(C[C@H](Nc2ccccc2C(=O)c2ccccc2)C(=O)O)cc1)c1ccccn1	52

(listing goes on)
SMILES	RMI FANCM FP
CSc1ccccc1C(=O)Nc1nnc(Cc2cccs2)o1	70
Cc1ccc2c(c1)C(=O)C(=O)N2CC(=O)OCc1ccccc1	68
CN[C@@H]1C(O)[C@@H](O[C@@H]2[C@@H](O)[C@H](O[C@H]3OC(CN)=CC[C@H]3N)[C@@H](N)C[C@H]2N)OC[C@]1(C)O (stereo partly drawn)	52
CCOC(=O)/C=C/C(=O)Nc1ccc(S(=O)(=O)N2CCC(C)CC2)cc1	66
CC(C)(C)C(=O)Nc1ccc(N2CCCCC2=O)cc1	53
O=c1[nH]c2ccc(Cl)cc2c2oc(-c3ccccc3)nc12	64
O=C(Nc1ccccn1)C1CCN(c2ccc(-c3ccco3)nn2)CC1	61
O=C(Nc1ccc2c(c1)CN(C(=O)c1ccco1)CC2)c1ccccc1C(F)(F)F	69
OCc1c[nH]c(=S)n1Cc1ccc(F)cc1	67
O=C(NC1CCN(Cc2ccccc2)CC1)C1CC(=O)N(Cc2ccco2)C1 (stereo not drawn)	58
C1CCN(CC23CC4CCC(CC(C4)C2)C3)C1	71
C=CCN1C(=O)C(C)(C)COc2cc(NC(=O)c3ccccc3C)ccc21	66
O=C(Nc1ccc(S(=O)(=O)N2CCCCCC2)cc1)Nc1cccc(Cl)c1	57
CCc1c(C)c2c(=O)n(-c3ccccc3)c(=O)n(-c3ccccc3)c2n(C)c1=O	56
Cc1cnc2n(c1=O)C(CC(=O)Nc1ccc3c(c1)OCCO3)CS2 (stereo not drawn)	55
CCCn1cnc2ccccc2c1=O	62
Oc1ccc2ccccc2c1C(c1cccs1)N1CCCCC1 (stereo not drawn)	56
O=C(/C=C/Nc1ccc(Br)cc1Cl)C(F)(F)F	53
Cc1ccc(NC(=O)C(=O)NCC2CCN(C3CCCC3)CC2)cc1	72
NS(=O)(=O)c1ccc(CNS(=O)(=O)Cc2ccccc2)cc1	60
O=C(CSc1nc(O)c(C2CCCCC2)c(=O)[nH]1)NCC1CCCO1 (stereo not drawn)	58
Cc1cc(=O)[nH]c(-n2nc(C)c(CCC(=O)NC3CCCC3)c2C)n1	64
COc1ccc(CCNC(=O)CSc2nnc(NC(=O)c3c(-c4ccccc4Cl)noc3C)s2)cc1OC	58
O=C(c1ccco1)N1CCN(C(=O)C2(c3cccs3)CCOCC2)CC1	57
COc1ccc(S(=O)(=O)N(CC(C)C)C2CCS(=O)(=O)C2)cc1 (stereo not drawn)	53
CC1CCCN(S(=O)(=O)c2cc3ccccc3oc2=O)C1 (stereo not drawn)	64
Cc1ccccc1-c1nc2scc(CCN)n2n1	74
Clc1ccc(-c2nnc(Cc3csc(-c4cccs4)n3)o2)cc1	52
CCc1ccc(OCCCn2nnc3ccccc32)cc1	52
NS(=O)(=O)c1ccc(NNC(=S)NCc2ccc(F)cc2)cc1	52
CSc1ccc2nc(NC(=O)/C=C/c3cccs3)sc2c1	62
Nc1nc(COc2ccc3ccccc3c2)cs1	58
O=C(CSc1ccccc1C(=O)O)c1cccc([N+](=O)[O-])c1	45
O=c1[nH]nc(-c2cccs2)c2sc(N3CCCCC3)nc12	89
O=C(CN1CCN(CCCc2c[nH]c3ccc(F)cc23)CC1)Nc1ccccc1	54
O=c1[nH]cccc1-c1nc(-c2cccc(C(F)(F)F)c2)no1	85
O=C(NCc1ccccn1)C1CCC(c2ccc(Cl)cc2)CC1 (stereo not drawn)	54
N#C/C(=C/c1cn[nH]c1-c1ccccc1)C(=O)Nc1cccc(Cl)c1Cl	136
COc1cccc(CNC(=O)c2sccc2S(=O)(=O)N2CCN(c3ccccc3)CC2)c1	65
O=C(NCCn1ncc2c(N3CCN(c4ccccc4)CC3)ncnc21)c1ccco1	64
O=C(COc1ccccc1)N1CCN(c2ccc(-c3ccncc3)nn2)CC1	71
CCN(CC)S(=O)(=O)C1CCS(=O)(=O)C1 (stereo not drawn)	61
O=C(O)c1cccnc1SCc1ccc(F)cc1	62
O=C(CN1CCCCC1)NCCC12CC3CC(CC(C3)C1)C2	70
Nc1nnc(C2CC2)o1	67
N#CC(c1ccccc1)C(C#N)c1ccccc1 (stereo not drawn)	59
Cc1cc(C)c2c(N)c(C(=O)c3ccccn3)sc2n1	73
CC1CCc2nc(NC(=O)C3COc4ccccc4O3)sc2C1 (stereo not drawn)	63
Cc1cc(C)cc(OCCNC(=O)C(C)Oc2ccc(Cl)cc2Cl)c1 (stereo not drawn)	60
COc1ccc(S(=O)(=O)NNC(=O)c2ccc(-n3c(C)ccc3C)cc2)cc1	58
O=c1[nH]c2ccccc2nc1-c1ccccc1	58
Cc1ccc(NS(=O)(=O)N(C)C)cc1	46
CC(=O)c1c(C)oc2ccc(N(C(=O)c3ccccc3Cl)S(=O)(=O)c3ccc(Br)cc3)cc12	110
CCOC(=O)NC(=S)NCc1ccco1	51
CCN(CC)CCN(C(=O)c1ccc2c(c1)CCCC2)c1nc2ccc(C)cc2s1	84
COc1ccc(-c2ccc(N3CCC(C(=O)NCc4ccco4)CC3)nn2)cc1	61
CCOC(=O)c1c(NC(=O)c2cccc(S(=O)(=O)CC)c2)sc(C)c1C	56
CCc1nnc(C2CCN(C(=O)Nc3ccccc3)CC2)s1	61
COc1ccc(S(=O)(=O)C(CNC(=O)c2cccc([N+](=O)[O-])c2C)c2ccco2)cc1 (stereo not drawn)	57
CN1CCN(c2nc(N)c([N+](=O)[O-])c(Nc3cccc(Cl)c3)n2)CC1	52

New compounds follow:
SMILES	RMI FANCM FP
CC(=O)N1CCN(Cc2nc(C(C)(C)C)cs2)CC1	61
CC(C)c1nc2ccccc2n1C1CC(=O)N(c2ccc(Cl)cc2)C1=O (stereo not drawn)	53
CCOC(=O)c1cc(CSc2nnc(SC)s2)on1	50
NS(=O)(=O)c1ccc(NC(=S)NC(=O)COc2ccc([N+](=O)[O-])cc2)cc1	58
O=C(CCn1c(=O)oc2ccccc21)Nc1cc(C(F)(F)F)cc(C(F)(F)F)c1	60
COc1cccc(C(=O)NNC(=O)c2ccccc2[N+](=O)[O-])c1	49
COc1ccc(-c2cccc(NS(=O)(=O)c3cc([N+](=O)[O-])ccc3Cl)c2)nn1	55
CS(=O)CC(O)(c1ccc(Cl)cc1)c1ccc(Cl)cc1 (stereo not drawn)	56
Cc1cc(C(=O)O)c(C)n1Cc1ccncc1	62
CCOC(=O)C(=O)NCC(c1ccco1)S(=O)(=O)c1ccccc1 (stereo not drawn)	55
Clc1ccc(N2CCN(c3ncnc4scc(-c5ccc(Br)cc5)c34)CC2)cc1Cl	82
O=C(O)c1cccc(N2C(=O)CC(Nc3ccc(F)cc3)C2=O)c1 (stereo not drawn)	58
Cc1nc2scc(-c3cccc(NC(=O)Nc4ccccc4)c3)n2c(=O)c1C	71
Cc1cc(C)cc(OCCNC(=O)Nc2cc(F)ccc2F)c1	63
COc1cccc2cc(C(=O)Nc3sc(-c4ccccc4)cc3C(N)=O)oc12	55
CSc1cccc(NC(=O)Cc2csc(NC(=O)c3ccco3)n2)c1	53
CCOC(=O)N/N=C\c1ccc(Cl)c(Cl)c1	58
O=C(COc1cccc2ccc(N3CCOCC3)nc12)NCC1CCCO1 (stereo not drawn)	55
CCc1ccc(NC(=O)Nc2c[nH]c3ccccc23)cc1	55
CC(=O)Nc1ccc2c(c1)C(=O)N(C)C2=O	55
COc1ccc(C)cc1Nc1nc(C(=O)Nc2nccs2)cs1	65
CC(C)(C)c1ccc(C(=S)N2CCN(c3ccccc3[N+](=O)[O-])CC2)cc1	59
O=C(O)CSCC(=O)N(Cc1ccccc1)Cc1cccs1	63
Cc1csc2nc(O)c(C(=O)NCc3ccco3)c(=O)n12	56
C[C@@H]1CCC2[C@](C)(CO)[C@@H](O)CC[C@]2(C)[C@@]12CC[C@@](CO)(CCO)O2 (stereo partly drawn)	57
Cn1c(N2CCN(c3ccc(C(F)(F)F)cn3)CC2)cc(=O)n(C)c1=O	63
O=C(CSc1nc2scc(-c3ccc(F)cc3)c2c(=O)n1-c1ccccc1)N1CCOCC1	70
O=C(NCCc1ccccc1)C(=O)NCC(c1ccsc1)N1CCc2ccccc2C1 (stereo not drawn)	65
O=C(NCc1ccccc1)Nc1c[nH]c2ccccc12	61
CC(C)NC(=O)Cn1c(CO)cnc1SCC(=O)NCCc1ccccc1	58
Cn1nc2c(c1NC(=O)/C=C/c1ccccc1Cl)CCC2	62
O=c1[nH]c2cc(Cl)c(Cl)cc2n1-c1ccncc1	62
Cc1ccc(Cn2c(SCC(=O)Nc3ccccc3)nc3c2c(=O)[nH]c(=O)n3C)cc1	94
COc1ccc(OC)c(NC(=S)N2CCc3[nH]cnc3C2c2ccc(F)cc2)c1 (stereo not drawn)	57
Clc1nc(-c2ccccc2Cl)c2cc(Br)ccc2n1	64
Cc1ccc2nc(NC(=O)CSc3cn(CCNC(=O)c4cccs4)c4ccccc34)sc2c1	78
COc1ccc(CCNC(=O)CSc2nc(-c3ccccc3)cc(=O)[nH]2)cc1OC	53
Oc1c(Cl)cc(Cl)cc1C=Nc1cccc2cccnc12	27*
COc1ccc(S(=O)(=O)NCCCn2nc(-c3cccs3)ccc2=O)cc1F	69
Cc1ccc(S(=O)(=O)N2CCCCC2CC(=O)Nc2ccc(N(C)C)cc2)cc1 (stereo not drawn)	67
Cc1ccc(-c2ccc(=O)n(CCCNC(=O)NC3CCCCC3)n2)cc1	67
O=C(Nc1ccc(-c2csc(NC(=O)c3ccc(Br)s3)n2)cc1)c1ccc(Br)s1	78
CCOC(=O)Cn1c(=NC(=O)c2cc(Cl)sc2Cl)sc2cccc(F)c21	75
O=C(CSc1nccn2nc(-c3ccc(Cl)cc3)cc12)Nc1ccc(F)cc1F	121
